# RGS4 inh: inhibitors of human RGS4; P49798; HEK293 M3R/RGS4 inducible, Fluo-4 calcium flux; active compounds read high; triggered by carbachol at its EC20; B-score at 10 µM; 310,000 compounds, 0.45% hits;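 active means B-score, a plate-corrected calcium signal, over three deviations above library mean, with baseline fluorescence within five deviations of library mean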;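 further: RGS4 expression induced by doxycycline in cells with stable M3 receptor; B-score is computed from the integrated fluorescence ratio over baseline after carbachol; higher B-score means a larger calcium signal and so more RGS4 inhibition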
# MrgX1 antag: blocks BAM8-22 activation of human MrgX1 receptor | AID 588676 | MRGX1-HEK293 calcium flux, Fluo-4, BAM8-22 antagonism; active compounds read low | 310,000 compounds, 1.3% hits | B-score at 10 µM | Q96LB2;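 active means calcium-response B-score plate-corrected more than 3 library SD below zero, starting fluorescence within 5 deviations, no agonist response on first addition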;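 further: peak minus trough fluorescence over baseline after final BAM8-22 challenge near maximal dose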
# MrgX1 agonist: human MrgX1 receptor agonism, primary screen. 310,000 compounds, 0.44% hits. B-score at 10 µM. AID 588627. MrgX1-HEK293 cells, Fluo-4 calcium fluorescence, agonist mode; active compounds read high;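 active means calcium response B-score plate-corrected fluorescence ratio at least 3 library SD, with starting fluorescence B-score inside 5 SD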
#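 Assay system: stable human MrgX1 HEK293 cell line. Quantity: 15,000 cells per well. Schedule: cells plated overnight, dye loaded 0.5 h 37 °C, 0.5 h room temperature. Detection: Fluo-4 NW calcium-flux fluorescence, kinetic read. Read-out basis: peak-minus-minimum fluorescence over baseline, converted to B scores. Control set: positive and negative control wells on each plate.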
# MrgX1 PAM: allosterically activates human MrgX1 receptor signaling; Q96LB2; MrgX1-HEK293, Fluo-4 calcium flux, FDSS; active compounds read high; B-score at 10 µM; 310,000 compounds, 0.63% hits; AID 588675;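 active means plate-corrected calcium response at least 3 library SD above typical, normal starting fluorescence, not activating the receptor alone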;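 further: compound read alongside a low EC10 to EC30 dose of BAM8-22 agonist; peak minus trough fluorescence over baseline measured at the second addition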
# RGS4 pot: RGS4 potentiation or activation; HEK293 M3R/inducible RGS4, carbachol calcium flux Fluo4; active compounds read low; B-score at 10 µM; 310,000 compounds, 0.92% hits; AID 463111;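 active means B-score of the integrated calcium signal more than 4 SD below the library mean, with starting fluorescence not abnormally high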;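 further: negative B-score means reduced calcium response which marks RGS4 activation or potentiation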
#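 System: HEK293 FlpIn-TREx cells, stable M3R, doxycycline-inducible RGS4. Timing: overnight RGS4 induction, 30 min dye load 37 °C, 20 min compound RT. Also added: carbachol, ECmax concentration. Measured by: Fluo4 fluorescence kinetic imaging of calcium. Evaluation: integrated calcium ratio converted to B score.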
# TRPC6 activator: activators of mouse TRPC6 channel | 310,000 compounds, 0.13% hits | HEK293-TRPC6 membrane potential dye fluorescence; active compounds read high | B-score at 10 µM;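 active means B-score of the integrated fluorescence ratio above library mean plus 3 SD, and starting fluorescence ratio within library mean plus 5 SD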;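 further: higher score means more depolarization so channel activation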
# Platelet DG rel: platelet dense granule release activity; human platelet-rich plasma, SFLLRN dense granule ATP release, luminescence; inhibition, %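 (compounds screened at 7.5 µM in platelet-rich plasma)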; 300,000 compounds, 0.22% hits;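 active means mean replicate score, as percent of positive control, at or above 50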
# TRPC4 block: blocks the mouse TRPC4 cation channel; 300,000 compounds, 0.39% hits; HEK293 TRPC4beta/mu-opioid, DAMGO-evoked Fluo4 calcium flux; active compounds read low; Q9QUQ5; B-score at 10 µM;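 active means B-score over 3 SD under the library average, no early fluorescence shift, positive overall ratio signal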
# Target sequence (Q9QUQ5 whole entry, looked up): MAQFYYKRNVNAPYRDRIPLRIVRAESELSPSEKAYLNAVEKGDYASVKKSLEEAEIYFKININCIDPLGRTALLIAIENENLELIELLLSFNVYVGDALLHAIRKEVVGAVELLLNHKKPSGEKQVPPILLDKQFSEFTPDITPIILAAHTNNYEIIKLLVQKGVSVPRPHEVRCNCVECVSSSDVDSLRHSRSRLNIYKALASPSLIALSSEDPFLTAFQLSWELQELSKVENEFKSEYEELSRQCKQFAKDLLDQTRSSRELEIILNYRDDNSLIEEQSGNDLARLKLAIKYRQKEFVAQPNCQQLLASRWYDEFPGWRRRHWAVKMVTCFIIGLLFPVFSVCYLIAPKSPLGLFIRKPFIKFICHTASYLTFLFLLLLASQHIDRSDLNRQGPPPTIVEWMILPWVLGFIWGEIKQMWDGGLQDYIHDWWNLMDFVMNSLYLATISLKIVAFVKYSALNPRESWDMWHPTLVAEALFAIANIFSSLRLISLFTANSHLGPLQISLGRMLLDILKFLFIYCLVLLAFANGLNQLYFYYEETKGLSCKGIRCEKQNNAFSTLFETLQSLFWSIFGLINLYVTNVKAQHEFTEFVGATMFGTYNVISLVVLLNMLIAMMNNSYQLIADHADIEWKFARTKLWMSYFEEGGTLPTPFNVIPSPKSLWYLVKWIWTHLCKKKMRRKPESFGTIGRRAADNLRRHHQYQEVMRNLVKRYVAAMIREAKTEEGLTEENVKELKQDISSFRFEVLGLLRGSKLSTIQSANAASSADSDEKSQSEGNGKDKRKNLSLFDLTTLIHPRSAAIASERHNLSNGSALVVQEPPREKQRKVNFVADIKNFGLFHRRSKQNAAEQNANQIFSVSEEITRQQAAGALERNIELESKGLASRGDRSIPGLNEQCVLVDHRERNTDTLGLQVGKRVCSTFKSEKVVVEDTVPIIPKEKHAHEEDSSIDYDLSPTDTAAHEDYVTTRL
#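 test system = HEK293 cells with stable TRPC4beta plus mu-opioid receptor expression | detection = Fluo4 Ca2+ flux fluorescence | read-out = integrated fluorescence ratio relative to baseline, converted to per-well B score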
# TRPC6 inh: inhibitors of mouse TRPC6 channel. Q61143. HEK293-TRPC6, membrane potential dye, ACh-evoked depolarization; active compounds read low. B-score at 10 µM. 310,000 compounds, 1.1% hits;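 active means B-score under library mean minus 3 SD, initial fluorescence not abnormally high, positive integrated signal ratio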;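 further: B-score derived from integrated fluorescence ratio over the kinetic read; more negative B-score means stronger inhibition of depolarization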
# SKKanGAS inh: blocks kanamycin growth of S. pyogenes SKKanGAS strain; inhibition, % at 7.5 µM; 300,000 compounds, 1.3% hits; AID 1662; BacTiter-Glo, 6 h;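 active means mean replicate score, as percent of positive control median, at least 50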;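 further: strain carries kanamycin resistance gene driven by streptokinase promoter and grows in 40 µg/ml kanamycin; loss of luminescence reflects streptokinase promoter inhibition or plain growth inhibition; 0% = median of DMSO wells and 100% = positive control at its reference dose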
# HIF activator: HIF pathway transcriptional activation | activation, % at 7.5 µM (by protocol) | U2OS HRE-luciferase reporter, luminescence; normalized: DMSO 0%, desferrioxamine 100% | AID 1910 | 300,000 compounds, 0.32% hits;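 active means mean activation of at least 10% of the iron chelator positive control signal, with at least half of replicates also reaching 10%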
# Active calls of the source: *; i = inactive; . = no result given.
Molecule,RGS4 inh,MrgX1 antag,MrgX1 agonist,MrgX1 PAM,RGS4 pot,TRPC6 activator,Platelet DG rel,TRPC4 block,TRPC6 inh,SKKanGAS inh,HIF activator
COc1cccc(OCCSc2nnc3sc4ccccc4n23)c1,i,i,i,i,i,i,2,i,i,-1,0.3
COC(C(=O)N/N=C(\C)CC(=O)Nc1ccc(N(C)C)cc1)c1ccccc1 (centres undefined),i,i,i,i,i,i,7,i,i,-1,-0.4
COc1ccc(CCC(=O)OCC(=O)Nc2ccccc2)cc1,i,i,i,i,i,i,1,i,i,2,0.5
CS(=O)(=O)NC1c2cccc3cccc(c23)C1N1CCOCC1 (centres undefined),i,i,i,i,i,i,1,i,i,-3,-0.5
COc1ccc(N2C(=O)C(=O)/C(=C(/O)c3ccc(C)cc3)C2c2cccnc2)cc1 (centres undefined),i,i,i,i,i,i,16,i,i,6,4.9
Cc1noc(N)c1C(=O)Nc1ccc(C(C)(C)C)cc1,i,i,i,i,i,i,14,i,i,-1,5.6
CCN(CC)S(=O)(=O)c1ccc(NS(=O)(=O)c2ccc(C)c(C)c2)cc1,i,i,i,i,i,i,5,i,i,1,-0.1
O=C(O)CN(c1ccccc1)S(=O)(=O)c1cc(C(F)(F)F)cc(C(F)(F)F)c1,i,i,i,i,i,i,4,i,i,12,0.1
O=C(CSc1nnc(-c2cccnc2)n1C1CCCCC1)NC1CCCCC1,i,i,i,i,i,i,-6,i,i,-4,-0.3
Cc1ccc2nc3c(cc2c1)CN(Cc1ccco1)C(=NCC1CCCO1)S3 (centres undefined),i,i,i,i,i,i,6,i,i,22,1.1
CCNc1nc(SCCOc2ccccc2)nc(N(C)C)n1,i,i,i,i,i,i,-8,i,i,-1,0.1
CC(C)Oc1ccc(C(CC(=O)NCc2ccco2)c2ccccc2)cc1 (centres undefined),i,i,i,i,i,i,-2,i,i,1,.
Cc1ccc(-c2cc(=O)c3ccc(F)cc3[nH]2)cc1,i,i,i,i,i,i,-9,i,i,1,0.5
COc1ccc(-c2[nH]ncc2/C=N\NS(=O)(=O)c2ccccc2)cc1OC,i,i,i,i,i,i,1,i,i,11,-0.4
CCc1ccc(CNC(=O)CCC(=O)N2Cc3cccc(OC)c3Oc3ncccc32)cc1,i,i,i,i,i,i,-12,i,i,-11,0.4
CCOC(=O)C(=CNc1ccc(O)c(C(=O)OC)c1)C(=O)OCC,i,i,i,i,i,i,-1,i,i,-9,0.6
CCOc1ncccc1C(=O)OC(C)C(=O)NC(=O)NC1CCCCC1 (centres undefined),i,i,i,i,i,i,-1,i,i,-3,0.3
Cc1ccc(S(=O)(=O)N2CCCCC2)cc1C(=O)N1CCCC1,i,i,i,i,i,i,-2,i,i,1,0.4
COc1cccc(C(N)=O)c1,i,i,i,i,i,i,-1,i,i,1,0.0
COc1cc(Nc2cc(C)nc3nc(C)nn23)cc(OC)c1OC,i,i,i,i,i,i,2,i,i,-5,0.1
Cc1ccc(S(=O)(=O)N(CC(=O)O)c2ccc(Cl)c(C(F)(F)F)c2)cc1,i,i,i,i,i,i,-2,i,i,-3,0.0
COCc1c(C(=O)OCC(=O)N2c3ccccc3CC2C)oc2ccccc12 (centres undefined),i,i,i,i,i,i,-2,i,i,4,-1.4
O=C(Cn1nnc(-c2cccs2)n1)N1CCOCC1,i,i,i,i,i,i,2,i,i,-5,-0.2
CC(=O)Nc1c(C)nn(-c2ccc(C)c(C)c2)c1C,i,i,i,i,i,i,2,i,i,2,0.1
COc1ccc(C(=O)NC2CC2)cc1OC1CCN(Cc2ccc(Cl)cc2)CC1,i,i,i,i,i,i,4,i,i,7,-0.1
CCOc1ccc(N2C(=O)/C(=C/c3ccccc3)N=C2SC)cc1,i,i,i,i,i,i,-10,i,i,-7,1.5
Nc1nonc1-n1nnc(C(=O)N/N=C/c2cccc(Cl)c2)c1CN1CCCCCC1,i,i,i,i,i,i,8,i,i,2,-0.1
CCN(CC)c1ccc(-c2nc3cnccn3c2NC2CCCC2)cc1,i,i,i,i,-7.9*,i,-1,i,i,10,0.6
CCC(C)[C@H](NC(=O)[C@@H]1CSC2c3ccccc3C(=O)N21)C(=O)NCc1ccncc1 (some centres undefined),i,i,i,i,i,i,0,i,i,-3,0.3
CCCc1nc2ccc(NC(C)=O)cc2c(=O)n1Cc1cccc(Cl)c1,i,i,i,i,i,i,.,i,i,5,2.0
COc1cc(NC(=O)COC(=O)c2ccc(C)c(S(=O)(=O)N3CCCCC3)c2)c(C)cc1[N+](=O)[O-],i,i,i,i,i,i,2,i,i,20,0.3
Cc1ccc(CSCC(=O)N2CCOCC2)cc1,i,i,i,i,i,i,14,i,i,-7,0.4
O=C(CN1C(=O)C2C3C=CC(C3)C2C1=O)NCc1ccco1 (centres undefined),i,i,i,i,i,i,5,i,i,2,-0.6
NS(=O)(=O)c1ccc(CNC(=O)c2cc(=O)c3ccccc3o2)cc1,i,i,i,i,i,i,-12,i,i,3,-0.1
O=C(c1ccco1)c1coc2c1cc(O)c1ccccc12,i,i,i,i,i,i,-7,i,i,-16,0.4
COc1ccc(N2CCC(CNC(=O)Nc3ccc(C)c(C)c3)C2)cc1 (centres undefined),i,i,i,i,i,i,-6,i,i,-3,-0.2
C=CCNc1sc(C(=O)c2cccs2)c(N)c1C#N,i,i,i,i,i,i,-12,i,i,-2,-0.2
CN(CC(=O)Nc1cccc(F)c1)C(=O)CCCn1c(=O)oc2ccccc21,i,i,i,i,i,i,-3,i,i,4,0.7
Cc1cc(C(=O)OCC(=O)N2c3ccccc3NC(=O)C2(C)C)c(C)n1-c1ccccc1,i,i,i,i,i,i,6,i,i,-1,-0.3
N/C(=N\OC(=O)c1ccccc1)c1ccn[nH]1,i,i,i,i,i,i,2,i,i,-3,-0.1
O=S(=O)(c1ccc(F)cc1)N1CCN(c2ccc(-c3ccccc3)nn2)CC1,i,i,i,i,i,i,-2,i,i,-15,0.1
O=c1cc(CO)oc(C(Nc2ccccn2)c2ccccc2Cl)c1O (centres undefined),i,i,i,i,i,i,-2,.,i,-1,0.1
CC(=O)CCC(=O)N1CCCC(N2CCN(c3cccc(Cl)c3)CC2)C1 (centres undefined),i,i,i,i,i,i,-1,i,i,1,0.3
O=C(NC12CC3CC(CC(C3)C1)C2)c1cncc(O)c1,i,i,i,i,i,i,-9,i,i,.,-0.3
CCOC(=O)c1ccc(NC(=O)c2ccccc2[N+](=O)[O-])cc1,i,i,i,i,i,i,-5,i,i,6,2.2
O=C(CN(Cc1ccccc1)C(=O)CNS(=O)(=O)c1ccc(F)cc1)NCC1CCCO1 (centres undefined),i,i,i,i,i,i,9,i,i,19,-0.2
CCOc1ccc(C(=O)NC(=S)Nc2cccnc2)cc1,i,i,i,i,i,i,-1,i,i,-2,2.3
COc1ccc2ccccc2c1/C=N\NC(=O)c1cccnc1,i,i,i,i,i,i,0,i,i,-2,0.1
O=C(c1cc2ccccc2o1)N1CCC(N2CCC(C(=O)N3CCCC3)CC2)CC1,i,i,i,i,i,i,-9,i,i,-10,0.1
O=C(O)c1cccc(N=NN2CCOCC2)c1,i,i,i,i,i,i,-1,i,i,6,-0.1

# Carrying on:
Molecule,RGS4 inh,MrgX1 antag,MrgX1 agonist,MrgX1 PAM,RGS4 pot,TRPC6 activator,Platelet DG rel,TRPC4 block,TRPC6 inh,SKKanGAS inh,HIF activator
N#Cc1cccc(-c2nnc(SCc3ccccc3C#N)o2)c1,i,i,i,i,i,i,4,i,i,-23,2.1
COC(=O)[C@@H](NC(=O)NC1CCCc2ccccc21)C(C)C (some centres undefined),i,i,i,i,i,i,0,i,i,-9,-0.8
O=c1c2ccccc2c2ccccc2c(=O)n1-c1ccccc1,i,i,i,i,i,i,4,i,i,-10,0.8
COC(=O)c1ccc(CNC(=O)c2ccc3oc(C(C)C)nc3c2)cc1,i,i,i,i,i,i,-3,i,i,-1,2.1
COc1ccc(OC)c(Nc2nc(-c3ccccc3O)nc3ccccc23)c1,i,i,i,i,i,i,-2,i,i,-5,0.4
CCOC(=O)c1nn(-c2ccc3c(c2)CCN3C(C)=O)cc1O,i,i,i,i,i,i,7,i,i,-6,-0.8
CC(OC(=O)c1cccs1)C(=O)NCc1ccco1 (centres undefined),i,i,i,i,i,i,2,i,i,-6,-0.3
CC1CCCCC1NC(=O)Cn1nnc(-c2ccc(Cl)cc2)n1 (centres undefined),i,i,i,i,i,i,12,i,i,-9,-0.4
O=[N+]([O-])c1ccc2c(c1)ncn2-c1ccccc1,i,i,i,i,i,i,-2,i,i,-4,0.4
O=C(O)c1cc(S(=O)(=O)Nc2ccc(N3CCCCC3)cc2)ccc1Cl,i,i,i,i,i,i,0,i,i,-5,0.1
Cc1cc(=O)oc2cc(OCC(=O)OCC(=O)Nc3ccc4ccccc4c3)ccc12,i,i,i,i,i,i,1,i,i,-5,0.3
O=C(Nc1ccccc1C(=O)O)c1cc(S(=O)(=O)N2CCCCCC2)ccc1Cl,i,i,i,i,-8.4*,i,-6,i,i,27,0.3
NCCCCCc1nnc(SCc2ccccc2Cl)o1,i,i,i,i,i,i,-4,i,-6.4*,4,-4.1
Cc1ccc2c(C)c(C(=O)N(Cc3ccc(N(C)C)cc3)C3CCS(=O)(=O)C3)oc2c1 (centres undefined),i,i,i,i,i,i,5,i,i,8,0.1
CN1CCc2c(n(CC(O)CN3CCN(CCO)CC3)c3ccccc23)C1=O (centres undefined),i,i,i,i,i,i,0,i,i,-21,0.7
CC(C)(C)CC(=O)Nc1ccc(S(=O)(=O)N2CCCC2)cc1,i,i,i,i,i,i,-1,i,i,-35,-0.8
O=c1nc(/C=C/c2cc([N+](=O)[O-])ccc2Cl)cc(C(F)(F)F)[nH]1,i,i,i,i,i,i,-3,i,i,4,-0.2

# Bioassay records from PubChem.
